IMPase cell inh = IMPase inhibition in cells | AID 901 | inhibition (IP1 accumulation), % at 46.1 µM | CHO-M1 cells, IP1 accumulation, HTRF TR-FRET ratio | 120,000 tested, under 10 active | P97697; active = well fitted curve in the direction sought with a large enough effect in the signal ratio, not every such curve was filed as active; inconclusive = small, poorly fitted or top-dose-only effect, or a change in a side signal; inactive = no such curve, though single readings can be large or run the other way; the % refers to the signal ratio;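 note: cells stimulated with carbachol in lithium chloride buffer; plate controls were DMSO basal wells for no effect and reference inhibitor wells for full effect; higher means more IMPase inhibition seen as more IP1 and lower FRET ratio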
Target sequence (P97697 whole entry, looked up): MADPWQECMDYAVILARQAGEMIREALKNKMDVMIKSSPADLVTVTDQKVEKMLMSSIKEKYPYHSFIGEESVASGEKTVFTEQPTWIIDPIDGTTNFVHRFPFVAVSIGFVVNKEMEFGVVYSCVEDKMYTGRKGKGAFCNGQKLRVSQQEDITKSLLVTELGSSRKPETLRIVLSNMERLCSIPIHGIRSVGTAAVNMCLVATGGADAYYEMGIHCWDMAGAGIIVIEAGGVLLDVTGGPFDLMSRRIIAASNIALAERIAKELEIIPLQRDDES
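In this qHTS, compounds (final up to 46 uM) act on CHO-M1 cells that are then activated through the M1 receptor with carbachol, in pH 7.4 buffer containing 50 mM LiCl, for 30 min. IP1 accumulation is quantified by the IP-One immunoassay.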
15-hLO-2 inh = blocks human 15-lipoxygenase 2 activity | purified 15hLO-2, xylenol orange hydroperoxide absorbance | Potency, µM (highest dose often 57.1 µM), for inactives: at the top dose activity change, negative = inhibition, usual class: inhibitors | 0.56% of 110,000 active | AID 881; note: potency is the fitted concentration of half-maximal effect; nearly all actives have a fitted effect of over 60% in size; many of its hits are not listed in these tables
Target sequence (O15296 whole entry, looked up): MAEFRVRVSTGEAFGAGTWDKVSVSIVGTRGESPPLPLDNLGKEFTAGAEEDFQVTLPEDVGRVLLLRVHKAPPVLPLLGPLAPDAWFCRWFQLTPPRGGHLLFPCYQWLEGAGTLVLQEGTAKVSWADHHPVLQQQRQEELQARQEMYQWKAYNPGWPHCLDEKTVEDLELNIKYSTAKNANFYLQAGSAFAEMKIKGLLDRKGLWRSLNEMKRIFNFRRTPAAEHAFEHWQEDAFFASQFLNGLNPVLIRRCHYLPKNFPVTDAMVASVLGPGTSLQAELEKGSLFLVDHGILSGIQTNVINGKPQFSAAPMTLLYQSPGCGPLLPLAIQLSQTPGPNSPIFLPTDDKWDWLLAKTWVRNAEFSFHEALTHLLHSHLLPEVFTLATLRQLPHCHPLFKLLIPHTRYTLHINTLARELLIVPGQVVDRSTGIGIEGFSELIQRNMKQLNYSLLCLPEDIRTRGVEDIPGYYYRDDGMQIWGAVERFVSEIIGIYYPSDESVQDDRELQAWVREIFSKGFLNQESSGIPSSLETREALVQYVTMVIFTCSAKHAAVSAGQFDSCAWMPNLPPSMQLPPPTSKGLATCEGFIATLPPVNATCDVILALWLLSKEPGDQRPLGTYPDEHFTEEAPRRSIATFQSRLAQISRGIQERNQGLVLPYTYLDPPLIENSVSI
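Enzyme 50 nM, AA 45 uM, 25 mM Hepes pH 7.5 + 0.01% Triton X-100; cpd preinc 15 min RT, rxn 90 min RT; stop/detect with 200 uM XO + 300 uM Fe(II) in 50 mM H2SO4, 30 min; A573/A405.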
PNC assembly inh = perinucleolar compartment assembly inhibition; activity change (PNC), negative = inhibition, % at 10 µM; PC3M PTB-GFP, PNC prevalence imaging, 16 h; stronger effect = lower value; 3.1% of 140,000 active;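 active = readout at or below -70, meaning at least 70% loss of cells showing the perinucleolar compartment, a nuclear body marking cancer cells; inconclusive = readout between -30 and a set limit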;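 note: plate controls were DMSO wells for no effect and camptothecin positive control wells for full effect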
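Read-out is percentage of cells bearing a perinucleolar compartment, from automated 20x imaging of fixed, Hoechst-stained PC3M PTB-GFP cells. Cells were seeded 4 h, then exposed 16 h to compound (23 nl of library stock) in duplicate plates.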
12-hLO inh = 12-hLO (ALOX12) enzyme inhibition; P18054; purified 12-hLO, xylenol orange hydroperoxide absorbance; Potency, µM (highest dose often 57.1 µM), inactives show at the highest dose activity change, negative = inhibition, usual class: inhibitors; 0.12% of 150,000 active; AID 1452; note: potency is the fitted concentration of half-maximal effect; nearly all actives have a fitted effect of over 55% in size; many of its hits are not listed in these tables
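Hydroperoxide output read as Fe(III)-xylenol orange absorbance, 573-to-405 nm ratio, after 30 min reaction with 40 uM arachidonic acid. Enzyme: 150 nM purified human 12hLO, 15 min compound preincubation; 25 mM Hepes pH 7.0, room temperature.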
The depositor's hits bear a star; ? = inconclusive; nt = not tested or not shown; [ ] = another dose, or the depositor's remark. Unless noted, calls come from the whole dose curve; as a rule, active = well fitted curve in the direction sought with a large enough effect; inconclusive = small, poorly fitted or top-dose-only effect, or another doubt; inactive = no such curve, though single readings can be large; an effect the other way counts as inactive or inconclusive. Unless noted, % is set by controls: 0 for no effect and ±100 for the full control effect.

SMILES	IMPase cell inh	15-hLO-2 inh	PNC assembly inh	12-hLO inh
O=c1cc(Nc2ccc3c(c2)OCO3)[nH]c(=O)n1-c1ccc(Br)cc1	9	nt	20	-4%
OCC(C#CCN1CCCCC1)NCc1ccccc1 (stereo not given)	?	7%	26	-2%
COc1ccc2[nH]c(C(=O)O)c(NS(=O)(=O)c3ccc(Cl)s3)c2c1	?	-6%	-17	-2%
Cc1[nH]c2ccc(F)cc2c(=O)c1SC(F)(F)C(F)C(F)(F)F (stereo not given)	4	-8%	-11	2%
CC(C)OC(=O)C1C2C=CC3(CN(CC4CCCO4)C(=O)C13)O2 (stereo not given)	5	1%	33	-3%
CC(C)c1ccc(Nc2cnn(C34CC5CC(CC(CC(=O)O)(C5)C3)C4)c(=O)c2Cl)cc1	-6	0%	20	-2%
Cc1ccc(C(=O)Nc2cc(C)c(OCC(=O)N3CCOCC3)c(C)c2)cc1	0	-5%	-25	3%
COc1ccc(NC(=O)N2CCC(n3nnc4cc(C)ccc43)CC2)cc1	11	nt	1	4%
CCCCc1ccc(NC(=O)CN2NS(=O)(=O)c3ccccc3C2=O)cc1	0	2%	19	3%
CN(C)C(=O)NC(Nc1ccc(Cl)cc1Cl)C(Cl)(Cl)Cl (stereo not given)	7	3%	?	-10%
Nc1nc(SCc2ccc(Cl)cc2)ns1	-1	2%	-4	-16%
Clc1ccccc1CN(Cc1ccccc1)c1ncnc2nc[nH]c12	1	36%[activator]	19	1%
CC(C)[C@H](NC(=O)NC1CCCc2ccccc21)C(=O)O (stereo not given in full)	4	3%	-3	-6%
CN(c1ccccc1)S(=O)(=O)c1ccc(NC(=O)C2CCCCC2C(=O)O)cc1 (stereo not given)	6	-7%	0	7%
COc1ccc(OC)c(Nc2ncnc3c2cnn3-c2cccc(C)c2)c1	-2	nt	67	2%
CC(=O)N(Cc1cccs1)C1CCOC(C)(C)C1 (stereo not given)	6	-3%	8	1%
COc1ccc(-c2nc3c4ccccc4[nH]c(=O)n3n2)cc1	7	7%	1	-10%
COc1ccccc1N1CCN(C(=O)Cn2nc(C(F)(F)F)c3c2CCC3)CC1	2	2%	13	-2%
COc1ccc(NC(=O)c2cnc(C)cn2)c2ncccc12	4	3%	?	-1%
COc1ccc(CC(NC(C)=O)C(=O)NC2CCN(S(=O)(=O)c3cccc4ccccc34)CC2)cc1OC (stereo not given)	6	0%	0	-6%
Cc1nn(C)cc1C(=O)Nc1ccccc1Br	nt	nt	-13	3%
CCOC(=O)c1cc(C(C)=O)c(=O)n(C)c1N	-1	2%	-16	-5%
CC(=O)OC1CCC2(C)C3CCC4(C)C(CC5CCCCC54C(C)=O)C3CC(=O)[C@@]2(O)C1 (stereo not given in full)	-10	-3%	nt	0%
O=c1nc2n(c3ccccc13)Cc1ccccc1-2	3	-4%	?	-5%
O=C(N/N=C/c1cccnc1)c1ccc(NC(=O)C(c2ccccc2)c2ccccc2)cc1	nt	nt	?	-2%
Cc1cccc(Nc2nc(N)nc(CSc3nccn3C)n2)c1	3	7%	18	0%
Oc1ccccc1-c1n[nH]c(=S)n1Cc1ccco1	-6	-1%	?	-2%
O=C(Nc1nccs1)c1ccc(CSc2nnnn2-c2ccccc2)cc1	1	25%	?	-26%
CCCNc1ccc(S(=O)(=O)N(C(C)C)C(C)C)cn1	nt	nt	10	2%
N=c1c(C(=O)NCc2ccc(F)cc2)cc2c(=O)n3ccccc3nc2n1CCCN1CCOCC1	-4	1%	?	-1%
CCCn1c(SCC#N)nc2c(c1=O)C1(CCCC1)Cc1ccccc1-2	0	6%	0	-15%
O=C(N/N=C/c1ccco1)c1ccc(Br)o1	4	-6%	10	8%
O=c1oc2ccccc2cc1NCc1ccccc1O	3	nt	-29	-7%
CSC1=N/C(=C\c2ccc(C)o2)C(=O)S1	8	-28%	-7	?
C=CCn1c(=N)n(CC(=O)c2ccc(Br)s2)c2ccccc21	nt	nt	-2	0%
Cc1cccc(-c2nc(CN3CCCC(C(=O)NC4CCCCC4)C3)c(C)o2)c1 (stereo not given)	13	nt	42	-3%
Cc1ccc(N2CC(c3nc4ccccc4[nH]3)CC2=O)c(C)c1 (stereo not given)	-6	nt	-11	-1%
CC1=NC(C(F)(F)F)(C(F)(F)F)C(C#N)=C(C)N1	-4	0%	?	1%
COc1ccc(OC)c(-n2c(CNC3CCN(Cc4ccccc4)CC3)nc3ccccc3c2=O)c1	7	45%[activator]	0	11%
Cc1ccc(-c2cn3c(=O)cc(C)[nH]c3n2)cc1	?	nt	52	0%
CC1=CC2=NC(=O)/C(=C\c3cc(C)n(-c4ccccc4F)c3C)C(=N)N2O1	nt	nt	?	-5%
COc1nnc(-c2ccc(N3CCCCC3)c(NC(=O)C3CCCCC3)c2)c2ccccc12	-5	5%	-1	2%
CC12CCC(C/C1=N\N=C1\NC(=O)/C(=C\c3ccc(Cl)cc3)S1)C2(C)C (stereo not given)	-4	nt	-25	2%
O=C(NCc1ccccn1)C1CCCN(S(=O)(=O)c2cccc3nsnc23)C1 (stereo not given)	1	11%	9	-1%
CCOc1ccccc1Nc1ncnc2c1cnn2-c1ccccc1	4	22%	-30	-7%
C/C(Cn1nc([N+](=O)[O-])cc1C)=N\NC(=O)COc1ccccc1[N+](=O)[O-]	nt	nt	?	-4%
O=C(Nc1nncs1)C(Sc1ccccc1)c1ccccc1 (stereo not given)	nt	nt	60	-3%
NS(=O)(=O)c1ccc(S(=O)(=O)N2CCCC2)cc1	-9	-1%	?	4%
CC1=C(C(=O)OC(C)(C)C)C(c2ccco2)C(C#N)=C(N)O1 (stereo not given)	3	2%	15	-6%
COc1ccc(NC(=S)N2CCCC2)cc1	nt	nt	?	0%

Sorted by the number under 12-hLO inh (low to high): some entries from above
Structure | 12-hLO inh
CCOc1ccccc1Nc1ncnc2c1cnn2-c1ccccc1 | -7%
CC1=C(C(=O)OC(C)(C)C)C(c2ccco2)C(C#N)=C(N)O1 (stereo not given) | -6%
COc1nnc(-c2ccc(N3CCCCC3)c(NC(=O)C3CCCCC3)c2)c2ccccc12 | 2%

Additional structures:
SMILES	IMPase cell inh	15-hLO-2 inh	PNC assembly inh	12-hLO inh
O=C(NCC1CCCO1)c1c(O)c2cccc3c2n(c1=O)CCC3 (stereo not given)	-2	-2%	22	-11%
CC(=O)N1CCC(C(=O)c2ccc(Cl)cc2)CC1	0	5%	17	1%
Cc1ccc(CNC(=O)C2CCCN(S(=O)(=O)c3cnc[nH]3)C2)cc1 (stereo not given)	-7	nt	-11	-6%
Cc1ccc(-c2sc(C)nc2CC(=O)O)cc1	-5	1%	?	5%
CSC(=CC(=O)c1ccccc1)SC	5	nt	13	6%
COc1ccc(C(=O)C(CN2CCOCC2)c2ccccc2)cc1 (stereo not given)	9	5%	18	1%
c1ccc(SCc2nc(-c3ccccn3)no2)cc1	6	2%	?	1%
COC(=O)Cc1ccc(NC(=O)c2cccs2)cc1	13	-3%	19	5%
CCCCCCC(=O)Nc1cc2c(C)cc(=O)oc2cc1C	10	-11%	-119*	5%
COC(=O)c1ccc(COC(=O)c2c(C)nn(Cc3ccccc3Cl)c2Cl)o1	12	1%	?	-3%
COCCN(C(=S)Nc1ccccc1C)C(C)c1cccnc1 (stereo not given)	nt	nt	28	2%
CC1(C)[C@@H]2CC[C@]1(CC(=O)O)[C@H](Cl)C2	nt	2%[11.4 µM]	nt	1%[11.4 µM]
CCOc1ccc(NC(=S)NC(=O)/C=C/c2ccc(C)cc2)c([N+](=O)[O-])c1	-3	?	12	0%
COc1ccc(C(=O)Nc2nnc(Cc3cccs3)s2)cc1OC	?	-6%	8	11%
O=C(CCS(=O)(=O)c1ccccc1)Nc1nc2c(s1)COc1ccccc1-2	-4	-8%	-5	-6%
Cc1c(NC(=S)NC(=O)C(C)(C)C)cccc1[N+](=O)[O-]	-4	nt	?	-24%
Cc1ccc(F)c(NC(=O)C2CCCCC2C(=O)O)c1 (stereo not given)	-3	3%	8	-2%
C/C(=N\N(C)C)C1=C(O)c2ccccc2C1=O	nt	nt	?	-1%
COc1ccc(C2C3=C(CC(C)(C)CC3=O)Oc3ncn(Cc4ccccc4)c(=N)c32)cc1 (stereo not given)	7	29%	-27	-18%
O=c1c2ccccc2nc2n1C(CSCc1ccc(Cl)cc1)CS2 (stereo not given)	7	-2%	14	4%
Cc1ccc(S(=O)(=O)N2CCC(=O)N(CCOC(=O)Nc3ccccc3C)CC2)cc1	nt	nt	-30	-1%
CCOC(=O)Cn1c(=O)n(CC(=O)OCC)c2ccccc21	-7	1%	31	-6%
CC(OC(=O)CN(C)S(=O)(=O)c1ccc(Cl)cc1)C(=O)Nc1ccc(N2CCOCC2)cc1 (stereo not given)	1	5%	13	-3%
S=c1[nH]nc(-c2cc(-c3ccco3)[nH]n2)n1-c1ccccc1Cl	-10	-29%	32	?
O=C(NC1CCCCC1)N1CCCCCCC1	3	0%	17	-5%
CC(C)(C)c1ccc(C(=O)CSc2n[nH]c(=O)[nH]c2=O)cc1	2	1%	41	7%
O=C(Nc1cccc(Br)c1)c1ccccc1-c1ccccc1	-6	nt	-12	-4%
O=C(NCc1cn(-c2ccccc2)nc1-c1ccccc1)c1ccc([N+](=O)[O-])cc1	11	nt	-14	0%
CCCC(=O)NC(Nc1ccc(S(=O)(=O)Nc2cc(C)on2)cc1)(C(=O)OCC)C(F)(F)F (stereo not given)	2	14%	26	-3%
CC1CCc2c(C(=O)N3CCN(S(=O)(=O)c4cccs4)CC3)csc2C1 (stereo not given)	3	1%	13	4%

Next part; the last 2 above are carried over.
SMILES	IMPase cell inh	15-hLO-2 inh	PNC assembly inh	12-hLO inh
CCCC(=O)NC(Nc1ccc(S(=O)(=O)Nc2cc(C)on2)cc1)(C(=O)OCC)C(F)(F)F (stereo not given)	2	14%	26	-3%
CC1CCc2c(C(=O)N3CCN(S(=O)(=O)c4cccs4)CC3)csc2C1 (stereo not given)	3	1%	13	4%
Cc1ccc(Nc2ccc(NCc3ccccc3)nn2)cc1C	nt	nt	22	-2%
Cc1cc(C(=O)NCC2CCCO2)n(-c2ccccc2)n1 (stereo not given)	0	5%	13	4%
COc1cc(C=O)ccc1OCCOc1ccccc1[N+](=O)[O-]	nt	nt	36	-2%
O=c1cc(-c2ccccc2F)nc(-c2ccccc2F)o1	nt	nt	-8	-2%
CCN(CC)S(=O)(=O)c1cccc2c(N(C)C)cccc12	-14	0%	29	1%
Cc1cc(=S)cc(C)n1CCCO	?	-29%	-20	-5%
COc1cccc(/C=N/NC(=O)c2c(-c3ccccc3)noc2C)c1	10	-5%	20	5%
O=C(Nc1nccs1)c1csc2c1CCCC2	nt	nt	0	-6%
COc1ccccc1NC(=O)CSc1ccc2nnc(-c3cccnc3)n2n1	-10	nt	-22	2%
CCC(CC)C(=O)Nc1ccccc1NC(C)=O	8	3%	-27	-1%
O=C(Cc1ccc(Br)cc1)N1CCCCCC1	4	9%[2.29 µM]	-25	2%
c1ccc(-c2nnc(CN3CCC4(CC3)OCCO4)o2)cc1	-3	8%[2.29 µM]	-22	1%
Cc1cc(C)nc(N2CCC(C(=O)Nc3ccc4c(c3)OCO4)CC2)n1	-8	-6%	0	-2%
CCC(=O)Nc1sc2c(c1C(=O)N(C)C)CCCCC2	-8	nt	-16	-7%
CCc1c(C)sc(NC(=O)CCc2ccc(OC)cc2)c1C(N)=O	10	-6%	10	-1%
O=C(NCCc1c[nH]c2ccccc12)Nc1ccccc1	-5	-1%	-27	-3%
O=c1[nH]nc(CSCc2ccccc2Cl)[nH]1	6	0%	36	-3%

One compound at a time, as listed above. Order of screens: IMPase cell inh	15-hLO-2 inh	PNC assembly inh	12-hLO inh
Entry for O=c1[nH]nc(CSCc2ccccc2Cl)[nH]1 = 6	0%	36	-3%
Entry for CCC(=O)Nc1sc2c(c1C(=O)N(C)C)CCCCC2 = -8	nt	-16	-7%

Screening results as filed in PubChem.

Some of the compounds tested (hit frequency here may not be typical).
